# High-throughput results as filed in PubChem BioAssay.
# SRC3 TRFRET art: counter-screen for PPARgamma SRC-3 recruitment agonists: TR-FRET artefact | PPARgamma/SRC-3 format; hits give high values | TR-FRET ratio at 8 µM | hit rate 0.39% among 99,000 | AID 1048; in the data active means TR-FRET ratio above about 2000; further: inactives centre near 1600; reference of the scale not given here
# SRC1 TRFRET art: flags TR-FRET format artefacts in PPARgamma SRC-1 recruitment agonist screen; TR-FRET detection artefact counter-screen, emission ratio; hits give high values; TR-FRET ratio at 8 µM; hit rate 0.34% among 99,000; AID 1051; in the data active means TR-FRET ratio above about 2300; further: inactives centre near 1800; reference of the scale not given here
# * hit, by the source's call.
# Values run as follows: SRC3 TRFRET art, SRC1 TRFRET art
> CCOC(=O)/C(=N\Nc1cccc(Cl)c1)Sc1nnc(-c2ccc(OC)cc2)n1C
    1397, 1552
> CCOC(=O)C1(Cc2ccccc2C)CCCN(Cc2cc(OC)c(O)c(OC)c2)C1 (stereo unspecified)
    1497, 1905
> CC(=O)Nc1ccc2nc(NC(=O)C(Cl)(Cl)Cl)sc2c1
    1352, 1813
> CCOC(=O)C1=C(N)OC(C)=C(C#N)C1c1ccco1 (stereo unspecified)
    1486, 1780
> NC1=NC(=O)CC(C(=O)Nc2cccc3ccccc23)S1 (stereo unspecified)
    1604, 1604
> CCOC(=O)N=Nc1c2ccccc2c2nc3no[nH]c3nc12
    1461, 1646
> Cc1cc(OC(C)C(N)=O)nc(-c2ccccc2)n1 (stereo unspecified)
    1437, 1876
> COc1ccc(/C=C\c2nc(=O)c3ccccc3o2)cc1
    1779, 1768
> CC1=NN(C(=O)c2csc(C(C)C)c2)C(O)(C(F)(F)F)C1 (stereo unspecified)
    1531, 1756
> COc1ccc(CC(=O)NC(CC(=O)O)c2cccc([N+](=O)[O-])c2)cc1 (stereo unspecified)
    1580, 1618
> CCOC(=O)Cn1c(CN2CC(C)OC(C)C2)nc2c1c(=O)n(C)c(=O)n2C (stereo unspecified)
    1534, 1772
> CCCCC(=O)Nc1cc(OC)c(NC(=S)NC)cc1OC
    1776, 1923
> COc1cc(CNC23CC4CC(CC(C4)C2)C3)ccc1OCc1ccccc1
    1722, 1905
> CC1CCN(CCCn2c(=S)[nH]c3c(sc4ccc([N+](=O)[O-])cc43)c2=O)CC1
    1724, 2264
> O=C(Nc1ccc(Cl)cn1)c1ccc2c(c1)OCCO2
    1654, 1986
> Cc1cc(NC(=O)CN2C(=O)NC3(CCCCC3)C2=O)no1
    1379, 1526
> CCOC(=O)c1ccc(NC(=O)Nc2cc(C)cc(C)n2)cc1
    1531, 1924
> Nc1ccc(-c2nc3ccc([N+](=O)[O-])cc3[nH]2)cc1
    1796, 1824
> Cc1ccc(S(=O)(=O)N2CCN(c3ccnc4cc(Cl)ccc34)CC2)cc1
    1668, 1850
> COc1nc(NCCO)nc(Nc2ccccc2F)n1
    1540, 1702
> Cc1ccc(-c2nnc(NCc3ccccc3)c3ccccc23)cc1
    1756, 1830
> O=C(Nc1nnc(-c2cccs2)s1)c1cccc(F)c1
    1410, 1691
> Cn1c(=O)cc(N2CCN(C(=O)c3ccco3)CC2)[nH]c1=O
    1377, 1893
> Cc1c(/C=N/Nc2ccc(F)cc2)c(O)n(C)c(=O)c1C#N
    1609, 1645
> CCOc1ccc(CCNC(=O)Cc2nn[nH]n2)cc1OCC
    1357, 1929
> Cc1ccc(/C=N/N(C)C2=NS(=O)(=O)c3ccccc32)o1
    1448, 1902
> Cc1ccc(NC(=O)CSc2nnc(C)c(=O)n2N)c(C)c1
    1736, 1793
> O=C(NCc1ccccc1)C1=C[C@@H](c2coc3ccccc3c2=O)C[C@@H](OCc2ccc(CO)cc2)O1
    1569, 1921
> COc1ccc(/C=C/c2nc(C)c(-c3ccccc3)c(=O)[nH]2)cc1OC
    1601, 1722
> CN(C)C(C)(C)C#CC(O)(c1ccccc1)c1ccccc1
    1256, 1422
> Cc1nn(C)c(C(=O)Nc2cccc(CN3CCOCC3)c2)c1Br
    1558, 1640
> Cc1cc([N+](=O)[O-])nn1CCCC(=O)Nc1cc(Cl)ccc1Cl
    1401, 1615
> Cc1ccccc1NC(=O)Cn1c(CCC(=O)O)ccc1-c1cccs1
    1376, 1660
> CN(C)CCCNC(=S)Nc1ccc(Oc2ccccc2)cc1
    1487, 1680
> CC(=O)OC[C@H]1O[C@H](C/C=N/O[C@@H](C)c2cn([C@H](CO)Cc3ccccc3)nn2)C=C[C@@H]1OC(C)=O
    1461, 1601
> CN1CCN(c2ccc(NC(=O)c3ccc4c(c3)[nH]c(=O)n4Cc3ccc(F)cc3)cc2)CC1
    1574, 1570
> O=C(CN1c2cccc3cccc(c23)S1(=O)=O)Nc1ccccc1
    1636, 1840
> N#Cc1ncc(C(F)(F)F)cc1Oc1cccnc1
    1496, 1594
> C/C(=N\NC(=O)c1nc2ccccn2c1C)c1ccc2c(c1)OCO2
    1574, 1855
> C=CCN(CC=C)S(=O)(=O)c1ccc(C(=O)Nc2nnc(CSC)o2)cc1
    1584, 1900

# Ordered by length of the SMILES (ascending): some entries from above.
# Values run as follows: SRC3 TRFRET art, SRC1 TRFRET art
> Cc1ccc(NC(=O)CSc2nnc(C)c(=O)n2N)c(C)c1
    1736, 1793
> Cc1ccccc1NC(=O)Cn1c(CCC(=O)O)ccc1-c1cccs1
    1376, 1660
> Cn1c(=O)cc(N2CCN(C(=O)c3ccco3)CC2)[nH]c1=O
    1377, 1893
> C=CCN(CC=C)S(=O)(=O)c1ccc(C(=O)Nc2nnc(CSC)o2)cc1
    1584, 1900
> CCOC(=O)Cn1c(CN2CC(C)OC(C)C2)nc2c1c(=O)n(C)c(=O)n2C (stereo unspecified)
    1534, 1772

# The list goes on.
# Values run as follows: SRC3 TRFRET art, SRC1 TRFRET art
> CCN(CC)S(=O)(=O)c1ccc(C)c(NC(=S)Nc2cccc(S(=O)(=O)N3CCCCCC3)c2)c1
    1694, 1766
> Cc1ccc(C)c(/C=C(\C(=O)O)c2ccc(S(=O)(=O)N3CCCCC3)s2)c1
    1541, 1799
> Cc1ccc2c(c1)-c1c(cnn1CC(=O)Nc1ccccc1N1CCN(C)CC1)CO2
    1636, 1885
> C/C=C/c1ccc(OC(C)=O)c(OC)c1
    1583, 1627
> COc1ccc(NS(=O)(=O)c2cc(NC(=O)CCSc3ccccc3)ccc2OC)cc1
    1721, 1786
> CCCc1cc(-c2n[nH]c(=S)n2-c2cccc(C)c2)cs1
    1787, 1901
> COc1cccc(-c2nn(C)c3sc(C(=O)Nc4ccc5c(c4)OCCO5)cc23)c1
    1669, 1527
> CCCC/C(=N\NC(=O)c1ccc(Br)o1)c1ccccc1
    1556, 1891
> CC(O)C(NS(=O)(=O)c1ccc(Cl)cc1)C(=O)OCC(=O)c1c[nH]c2ccccc12 (stereo unspecified)
    1464, 1765
> Cc1cc(NCCCO)n2c(nc3ccccc32)c1C#N
    1552, 1832

# Grouped by structure: the compounds so far containing bromine (2)
# Values run as follows: SRC3 TRFRET art, SRC1 TRFRET art
> Cc1nn(C)c(C(=O)Nc2cccc(CN3CCOCC3)c2)c1Br
    1558, 1640
> CCCC/C(=N\NC(=O)c1ccc(Br)o1)c1ccccc1
    1556, 1891

# New compounds follow:
# Values run as follows: SRC3 TRFRET art, SRC1 TRFRET art
> O=Cc1cc(N=Nc2ccccc2Cl)ccc1O
    1704, 1623
> CCN(CC)C(=O)c1sc2nc(-c3ccccc3)ccc2c1N
    1422, 1981
> Nc1cccc2c1nnn2C1OC(CO)C(O)C(O)C1O (stereo unspecified)
    1512, 1813
> Cc1c(C(=O)N/N=C/c2cccs2)nc2ccccn12
    1711, 1903
> CCC(C)NS(=O)(=O)c1ccc(NC(=O)c2cccs2)cc1 (stereo unspecified)
    1528, 1747
> Cc1ccc(NC(=O)Cn2cc(C(F)(F)F)cc(Cl)c2=O)cc1Cl
    1366, 1649
> CC1CC(C)CN(S(=O)(=O)c2ccccc2[N+](=O)[O-])C1 (stereo unspecified)
    1478, 1769
> CNC(=O)C1=C(C)NC(=S)NC1c1cc2c(cc1OC)CCCC2 (stereo unspecified)
    1468, 1831
> C/C=C/c1ccc(OCCOc2cccc3cccnc23)c(OC)c1
    1799, 2063
> Cc1cc(C)c(C)c(OC(=O)c2sc(Cl)nc2C)c1
    1677, 1793
> CC(=O)c1cccc(NC(=S)NC(=O)c2ccc(C)cc2Cl)c1
    1537, 2035
> CCCCOC(=O)c1ccc(NC(=O)CSc2nnnn2C)cc1
    1372, 1798
> O=C(Nc1cccc(-c2nnc(-c3ccco3)o2)c1)c1ccccc1
    1628, 1780
> O=C(O)CCCC(=O)N(Cc1ccccc1)Cc1ccccc1
    1531, 1864
> Cc1cccc2nc(CSc3nc4ccccc4o3)cn12
    1525, 1916
> CN(C)C1C(=O)c2ccccc2C1=O
    1645, 2012
> COCCn1c(CCc2ccccc2)n[nH]c1=S
    1571, 1809
> Cc1cc(C)c(O)c(N)c1
    1604, 1754
> C=CCNCCCOc1ccc(Cl)cc1C(C)(C)C
    1635, 1866
> CCN(C(=O)COC(=O)CNC(=O)C12CC3CC(CC(C3)C1)C2)C1CCS(=O)(=O)C1 (stereo unspecified)
    1560, 1796
> CCC(c1nnnn1C1CCCC1)N1CCC(C(N)=O)CC1 (stereo unspecified)
    1669, 1951
> NC(=O)C1=C[C@@H](c2coc3ccccc3c2=O)C[C@@H](OCCCCO)O1
    1634, 1854
> CCOC(=O)CNC(=O)CSc1nc(-c2ccc(OC)cc2)ns1
    1613, 1727
> O=C(O)c1c[nH]c(=O)c2ccccc12
    1633, 1951
> O=C(Nc1ccccc1)C1=C(O)CC(c2ccc(Cl)cc2)N2CCN=C12 (stereo unspecified)
    1445, 1831
> C=CCOC(=O)C1=C(C)NC2(O)c3ccccc3C(=O)C12O (stereo unspecified)
    1797, 1849
> Cc1c(C(=O)N2CCc3ccccc3C2)oc2ccc(S(=O)(=O)N3CCCCCC3)cc12
    1576, 1690
> O=C(N/N=C/c1ccco1)c1ccn[nH]1
    1505, 1627
> O=C1Nc2ccc(Cl)cc2C12Nc1ccccc1-c1nnc(SCc3ccccc3F)nc1O2 (stereo unspecified)
    1748, 2406*
> CCCNC(=O)NC(=O)COC(=O)/C=C/c1cc(Br)ccc1F
    1518, 1794
> CCOC(=O)Cn1c(=NC(=O)c2sc3ccccc3c2Cl)sc2cc(S(N)(=O)=O)ccc21
    5980*, 1761
> CC(C)(C)OC(=O)N[C@@H](CC(=O)OCc1ccccc1)C(=O)O
    1461, 2075
> O=C(Nc1ccccc1)N1CCCC(c2nc(-c3cccs3)no2)C1 (stereo unspecified)
    1553, 1845
> COc1ccc(-n2cc(CNC3CCC(O)CC3)c(-c3cccc(F)c3)n2)cc1 (stereo unspecified)
    1554, 1699
> Cc1ccc(S(=O)(=O)Nc2cc(=O)[nH]c(SCC(=O)Nc3ccccc3Cl)n2)cc1
    1424, 1477
> O=C(NCc1ccc2c(c1)OCO2)C(C(=O)c1ccccc1)n1cc(Cl)ccc1=O (stereo unspecified)
    1664, 1806
> C=C(C)CN(CC)C(=O)CCc1nnc(CCCc2ccccc2)o1
    1487, 1700
> CC1=C(C(=O)Nc2ccccc2C(F)(F)F)C(c2sccc2C)NC(=S)N1 (stereo unspecified)
    1616, 2026
> Cc1ccc(Nc2nnc(SCC(=O)NC3CCCc4ccccc43)s2)cc1 (stereo unspecified)
    1567, 2230
> COc1ccc(/C=N/NC(=O)c2cccc(OC(F)(F)C(F)F)c2)c(OC)c1OC
    1564, 1829
> O=C(C1=C[C@@H](c2csc3ccccc23)C[C@@H](OCc2ccc(CO)cc2)O1)N1CCOCC1
    1460, 1797
> O=C(CSc1nnc2ccccn12)NCCc1ccc(Cl)cc1
    1679, 1659
> C/C(N)=C(/C#N)C(=O)COC(=O)CNS(=O)(=O)c1ccc(F)c(F)c1F
    1298, 1961
> CC1(C)OC(C)(C)/C(=C/Nc2ccc(O)cc2)C1=O
    1296, 1672
> COc1ccc(-c2csc(NC(=O)C3CC(=O)N(Cc4ccco4)C3)n2)cc1 (stereo unspecified)
    1471, 1465
> COc1ccc(NC(=O)CSc2ccc(F)cc2)cc1S(=O)(=O)N1CCCCC1
    1637, 1777
> CCOC(=O)Cc1ncccc1C(=O)Nc1ccc(Oc2ccccc2)cc1
    1469, 1862
> O=C(CCCSc1nnc(Nc2ccccc2F)s1)N1CCOCC1
    1367, 1746
> O=C(COC(=O)/C=C/c1ccc(S(=O)(=O)N2CCOCC2)cc1)NCc1ccccc1
    1517, 1714
> Clc1ccc2c(c1)CCc1cccnc1C2=C1CCNCC1
    1338, 1804

# The results go on:
# Values run as follows: SRC3 TRFRET art, SRC1 TRFRET art
> CCOc1cc(/C=N/NC(=O)C(C)Sc2ccccn2)ccc1O (stereo unspecified)
    1603, 2075
> Nc1nnc(SCC(=O)OCC(=O)Nc2ccc(Br)cc2F)s1
    1581, 1805
> O=C1OCCN1C(=O)[C@H]1[C@H](c2ccc(F)cc2)C(c2ccc(F)cc2)=NN1c1ccc(Br)cc1
    1670, 1968
> CC(Sc1ccccc1)C(=O)N/N=C/c1cccnc1 (stereo unspecified)
    1429, 1491
> O=C(c1ccc(Cl)cc1[N+](=O)[O-])N(Cc1ccccc1)Cc1ccccc1
    1608, 1674
> COc1ccc(/C(C)=N/Nc2ccc(F)cc2F)c(O)c1
    1367, 1790
> O=C(O)CNC(=O)c1ccc(Sc2ccccc2)c([N+](=O)[O-])c1
    1676, 1959
> N#CC1=C(N)Nc2nc3ccccc3n2C1c1ccc(F)cc1 (stereo unspecified)
    1696, 1885
> COC(=O)Nc1ccc(S(=O)(=O)N2CCC(C(=O)N(C)C3CCCCC3)CC2)cc1
    1793, 1817
> CCOC(=O)/C(=C\C=C1/Sc2cc(OCC)c(OCC)cc2N1CC)C(C)=O
    1686, 2060
> Cc1cc(NC(=O)c2ccc(Br)c([N+](=O)[O-])c2)no1
    1448, 1618
> O=[N+]([O-])c1nn(-c2ccc3c(c2)OCCO3)n(O)c1=NCc1ccc(F)cc1
    1541, 1849
> Cc1cc(OCCOCCN(C)C)ccc1Cl
    1570, 1890
> Cc1ccc(-n2c(Cc3noc4ccccc34)n[nH]c2=S)cc1
    1384, 1721
> CN(C)S(=O)(=O)c1cccc(NC(=O)COC(=O)c2cccn2C)c1
    1499, 2036
> CNC(=O)/C(=C\c1cccc(Oc2ccccc2)c1)NC(=O)c1ccccc1
    1624, 1788
> CCCCC(=O)Nc1ccc(NC(=S)NC(=O)CC(C)C)cc1OC
    1635, 1715
> COc1ccc(NC(=O)N2CCCCC2c2cccnc2)cc1 (stereo unspecified)
    1679, 1561
> Cc1ccc(Sc2sc(=O)n(C)c2S(=O)(=O)c2ccc(C)cc2)cc1
    1527, 1678
> Cc1ccc(N=C(N(C)C)P(=O)(N(C)C)N(C)C)c(C)c1
    1859, 2070
> CCOc1c(Cl)cc(CNCc2ccccn2)cc1OC
    1572, 1924
> COc1cc(C(=O)OCCNC(=O)c2ccncc2)cc(OC)c1OC
    1580, 1655
